From PubChem BioAssay
12-LOX inh = ALOX12 (human) lipoxygenase inhibition. P18054. purified 12hLO, xylenol orange hydroperoxide absorbance. Potency, µM (titrated, usually from 108 µM), inactives show top-dose activity change, negative = inhibition, usual class: inhibitors. actives 1.1% (n = 580,000); further: potency means the concentration at half of the fitted maximal effect; on the % scale 0 is the no-effect control and ±100 the full control effect
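Hydroperoxide product was detected by ferrous iron/xylenol orange as the 573 to 405 nm absorbance ratio. Arachidonic acid at 40 uM (final) was turned over for 30 min at room temperature by 150 nM human 12hLO, pH 7.0 Hepes buffer, after 15 min compound preincubation.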
RGS4 inhibitor = blocks human RGS4-accelerated GTP hydrolysis; P49798; Transcreener GDP fluorescence polarization, RGS4-accelerated GTP hydrolysis; Potency, µM (top dose mostly 114 µM), for inactives: top-dose activity change, negative = inhibition, usual class: inhibitors; actives 0.039% (n = 390,000); further: potency means the concentration at half of the fitted maximal effect; on the % scale 0 is the no-effect control and ±100 the full control effect; nearly all actives have a fitted effect of over 75% in size; some results filed as inactive show a strong effect at the top dose
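MLSMR compounds (23 nl, pin-transferred) preincubated 10 min at room temperature with a 500nM (2x) first reagent, then RGS4 at 900nM (2x) plus Transcreener GDP mix added; fluorescence polarization (620/688 nm) read before and after 90 min at 30 °C.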
ERG-DNA inh = inhibitors of human ERG Ets domain-DNA interaction; fluorescence polarization, His-ERG Ets domain / labelled DNA; actives 0.028% (n = 370,000); AID 624246; Potency, µM (top dose mostly 76.9 µM), without a hit: at the highest dose FP activity, negative = inhibition, actives largely listed as inhibitors; P11308; active means well fitted inhibition curve with a large enough effect in the polarisation, with a control signal flat; inconclusive means small, poorly fitted or top-dose-only effect, or effect the other way, or a change in a side signal; inactive means no such curve, though single readings can be large or run the other way; the % refers to the polarisation;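 further: polarization taken with two DNA probes labelled with fluorescein and Texas red; potency means the concentration at half of the fitted maximal effect; % of control where 0% means no effect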
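His-tagged ERG Ets domain (1 uM in the protein solution; 300mM KCl, 50mM Tris-HCl, 1mM EDTA, 1mM DTT, pH 7.5) received compound, then a probe mix of 5 nM fluorescein-DNA and 100nM Texas-615-DNA. Fluorescence polarization was read for both dyes.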
BAZ2B inh = BAZ2B (human) inhibition | AlphaScreen BAZ2B-H3K14Ac peptide displacement | Potency, µM (top dose mostly 114 µM), without a hit: at the highest dose activity change, negative = inhibition, usual class: inhibitors | actives 4.4% (n = 360,000); further: potency means the concentration at half of the fitted maximal effect; on the % scale 0 is the no-effect control and ±100 the full control effect; nearly all actives have a fitted effect of over 60% in size
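BAZ2B 50 nM plus b-H3(5-23)K14Ac 50 nM, PBS pH 7.4/0.01% Tween-20, 30 min RT; compound added (max 110 uM), 30 min RT; streptavidin donor/Ni-chelate acceptor beads 10 ug/mL final, 20 min dark; AlphaScreen read.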
HP1b binding inh = inhibitors of HP1-beta chromodomain binding to methylated histone tails; P83916; AlphaScreen HP1-beta / biotin-H3K9me3 peptide binding; Potency, µM (doses to about 114 µM), inactives show top-dose activity change, negative = inhibition, most hits filed as inhibitors; actives 0.56% (n = 390,000); further: potency means the concentration at half of the fitted maximal effect; nearly all actives have a fitted effect of over 70% in size; inactives centre near 23
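HP1-beta protein (50 nM final) preincubated 30 min at room temperature with biotinylated H3(1-18)K9me3 peptide (50 nM) in PBS pH 7.4, 0.01% Tween-20, then compound added for 30 min. AlphaScreen streptavidin donor/nickel chelate acceptor beads (10 ug/mL final), 30 min dark, luminescence read.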
G9a block = G9a (human) methyltransferase inhibition. Q96KQ7. G9a H3K9 monomethylation, AlphaScreen, 2 h. Potency, µM (series often up to 102 µM), inactives show at the top dose activity, negative = inhibition, most hits filed as inhibitors. actives 8.8% (n = 350,000). AID 504332; further: potency means the concentration at half of the fitted maximal effect; on the % scale 0 is the no-effect control and ±100 the full control effect; nearly all actives have a fitted effect of over 75% in size
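G9a (20 nM) was preincubated 15 min with compound, then reacted 2 h at room temperature with 500 nM biotin-H3K9 peptide and 20 µM SAM. Monomethyl-H3K9 detected by AlphaScreen using anti-H3K9me1 antibody.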
PI4K2A block = blocks human PI4K2A kinase activity; actives 0.13% (n = 420,000); purified PI4K2A, ADP-Glo luminescence, 1 h; hits give low values; Q9BTU6; activity change, negative = inhibition, % at 76.9 µM; AID 1346378; in the data active means activity change below about -50%; inconclusive means mostly about -30% to -49%;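 further: -100% = wells without enzyme as full effect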
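PI4K2A activity was measured by ADP-Glo luminescence: enzyme (4 ug/mL stock) and phosphatidylinositol (1.2 mM stock) in Tris pH 7.5/MgCl2/EGTA/Triton X-100 buffer were reacted with ATP (300 microM stock) for one hour at ambient temperature.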
GLS inh = inhibitors of human glutaminase (GLS). O94925. AID 624170. Potency, µM (top dose mostly 45.5 µM), for the others: top-dose activity change, negative = inhibition, most hits filed as inhibitors. GLS enzymatic activity, qHTS titration. actives 0.21% (n = 410,000); further: potency means the concentration at half of the fitted maximal effect; on the % scale 0 is the no-effect control and ±100 the full control effect
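Compounds were pin-transferred onto hKGA, after which L-glutamine (1 mM solution) and a detection mix of glutamate oxidase, HRP and Amplex Red were added. Initial and 30 min RT fluorescence reads were collected.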
JMJD2A Tudor = JMJD2A Tudor domain (human) inhibition. O75164. AlphaScreen JMJD2A-Tudor / H3K4me3 peptide binding. Potency, µM (highest dose often 114 µM), without a hit: at the top dose activity change, negative = inhibition, most hits filed as inhibitors. actives 4.4% (n = 390,000). AID 504339; further: potency means the concentration at half of the fitted maximal effect; on the % scale 0 is the no-effect control and ±100 the full control effect; nearly all actives have a fitted effect of over 50% in size
Target sequence (O75164 whole entry, looked up, the tested form may be a part): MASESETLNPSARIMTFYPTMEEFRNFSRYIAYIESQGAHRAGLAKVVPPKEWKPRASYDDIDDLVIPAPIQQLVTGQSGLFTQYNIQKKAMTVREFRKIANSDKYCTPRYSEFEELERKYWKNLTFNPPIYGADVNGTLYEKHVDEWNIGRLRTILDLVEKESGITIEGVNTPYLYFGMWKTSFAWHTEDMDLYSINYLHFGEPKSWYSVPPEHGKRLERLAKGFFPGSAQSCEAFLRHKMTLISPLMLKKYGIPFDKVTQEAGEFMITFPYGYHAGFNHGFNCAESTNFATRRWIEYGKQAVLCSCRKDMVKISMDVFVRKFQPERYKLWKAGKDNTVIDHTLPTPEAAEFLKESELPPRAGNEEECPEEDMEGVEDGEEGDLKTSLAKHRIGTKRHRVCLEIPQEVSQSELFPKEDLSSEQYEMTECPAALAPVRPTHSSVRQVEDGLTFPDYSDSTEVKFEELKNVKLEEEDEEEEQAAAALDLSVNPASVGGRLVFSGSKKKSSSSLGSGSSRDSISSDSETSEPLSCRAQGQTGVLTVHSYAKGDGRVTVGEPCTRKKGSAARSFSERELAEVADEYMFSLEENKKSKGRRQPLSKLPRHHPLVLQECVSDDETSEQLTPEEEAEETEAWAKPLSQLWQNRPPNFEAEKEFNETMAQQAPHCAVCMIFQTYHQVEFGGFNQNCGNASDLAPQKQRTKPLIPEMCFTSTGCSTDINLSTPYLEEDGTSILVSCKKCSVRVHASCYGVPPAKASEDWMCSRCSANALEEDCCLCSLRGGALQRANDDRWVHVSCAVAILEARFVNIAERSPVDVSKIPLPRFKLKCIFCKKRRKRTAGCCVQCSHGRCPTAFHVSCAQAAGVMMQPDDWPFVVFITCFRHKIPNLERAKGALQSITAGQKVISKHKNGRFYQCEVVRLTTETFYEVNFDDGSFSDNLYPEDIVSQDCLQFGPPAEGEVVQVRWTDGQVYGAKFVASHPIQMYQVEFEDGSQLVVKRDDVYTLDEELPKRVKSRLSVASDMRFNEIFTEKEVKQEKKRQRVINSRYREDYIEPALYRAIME
* = called active by the depositor; i = inactive; ? = inconclusive; / = no result given; [ ] = another dose, or the depositor's remark. Unless noted, the call rests on the fitted dose curve; in most records, active means well fitted curve in the direction sought with a large enough effect; inconclusive means small, poorly fitted or top-dose-only effect, or another doubt; inactive means no such curve, though single readings can be large; an effect the other way counts as inactive or inconclusive.

SMILES | 12-LOX inh | RGS4 inhibitor | ERG-DNA inh | BAZ2B inh | HP1b binding inh | G9a block | PI4K2A block | GLS inh | JMJD2A Tudor
CCN(CC(=O)N1CCN(Cc2ccccc2)CC1)S(=O)(=O)c1ccccc1 | -7% | 5% | 6% | -5% | 24% | / | 0 | -1% | 4%
OCC[C@@H]1C[C@@H](O)[C@H](O)[C@@]2(Cc3ccccc3CCO2)O1 | 13% | -16% | -2% | -20% | 35% | 2% | 0 | -1% | -14%
CCOC(=O)N1CCN(C(=O)CN(c2ccc(C)cc2)S(=O)(=O)c2c(C)noc2C)CC1 | 138%[activator][57.4 µM] | -37% | -3% | 0% | 69%[activator] | 11%[12.7 µM] | 2 | -6% | 14%
O=C(NCCN1CCCCC1)Nc1ccc(F)cc1 | -11% | 6% | 2% | 8% | 8% | -9% | -8 | 4% | -15%
CCOc1ccc(CCNC(=O)c2c(C)oc3ncn(CC(C)C)c(=O)c23)cc1OCC | -9% | 3% | -2% | 2%[57.1 µM] | 26% | -22%[59 µM] | -3 | 5% | -6%
CCN(CC)CCN1C(=O)C(O)=C(C(=O)c2cc3cccc(OC)c3o2)C1c1ccc(F)cc1 (stereo not drawn) | ? | -1% | 1%[15.4 µM] | -14% | 12% | / | -3 | -3% | -20%
Nc1oc2ccccc2c1C(=O)Cc1ccccc1O[C@@H]1O[C@H](CO)[C@@H](O)[C@H](O)[C@H]1O | 21% | 7% | -1% | 12% | 24% | 12%[12.7 µM] | -4 | 14% | -16%
CC(=O)C1=C(O)C(=O)OC1c1ccc(C)cc1 (stereo not drawn) | -11% | 42% | -9% | -14% | 20% | -10%[59 µM] | 2 | -7% | -17%
Cc1ccc(NC(=O)CSc2nnc(CNC(=O)c3ccco3)n2C)cc1 | -9% | -50% | 3% | -5% | 27% | 14%[2.33 µM] | 4 | -1% | -12%
CCOC(=O)c1nc(S(C)(=O)=O)ncc1N1CCOCC1 | -6% | -6% | / | 0% | 21% | -4%[59 µM] | -2 | -1% | -13%
COc1cccc(N2CCN(C(=O)c3c(C)oc4ncnc(N5CCCCC5)c34)CC2)c1 | -17% | 32% | 4% | -35%[57.1 µM] | -2% | -19%[59 µM] | -3 | -10% | -3%
O=C(CNC(=O)c1ccccc1)OCC(=O)c1cccs1 | -10% | 8% | 5% | -19% | 7% | 16%[59 µM] | -1 | -3% | -4%
Cc1ccc(Cn2c(C(C)Nc3nc(-c4ccc(F)cc4)cs3)nc3cc(C(F)(F)F)ccc32)cc1 (stereo not drawn) | -19% | -48% | 17% | / | -23% | / | -2 | -9% | ?
CCOC(=O)C1CCCN(C(=O)CCc2nnc(-c3ccc(C(C)=O)s3)o2)C1 (stereo not drawn) | 0% | -17%[56.9 µM] | 8% | 21%[57.1 µM] | 46%[activator] | 35µM* | -1 | -3% | -15%
CCCCN(CCCNC(=O)c1c(C)oc2nc[nH]c(=O)c12)Cc1ccccc1 | -21% | -9% | 0% | -1% | 24% | -3%[59 µM] | 0 | -7% | -23%
COc1ccc(C(=O)NCCc2nnc3ccc(SCC(=O)NCc4ccccc4)nn23)cc1 | i | -45% | 5% | -7% | 24% | / | -4 | 9% | -3%
COc1cc(C)c(C(C)C)cc1S(=O)(=O)N1CCOCC1 | 0% | 7% | -1% | 2% | 32% | -6% | -4 | 1% | 2%
CCN(CC)CCN(C(=O)c1cccc([N+](=O)[O-])c1)c1nc2ccc(OC)cc2s1 | ? | -13% | -7% | / | 6% | 50µM* | 1 | 29% | -8%
O=C1c2ccccc2C(=O)c2[nH]c(=O)[nH]c21 | -20% | -27% | 6% | -36% | 0% | ? | -22 | 5% | -34%
O=C(COc1ccccc1Br)NCc1ccco1 | 0% | 23% | -5% | -10% | 3% | -1%[59 µM] | 5 | 2% | -18%
CCCn1c(C(O)c2ccc(C)cc2)nc2ccccc21 (stereo not drawn) | 0% | -15% | -9% | -22% | 47%[activator] | 11%[59 µM] | -1 | -4% | -3%
CCC(C(=O)NC(C)(C)C)N(Cc1ccccc1Cl)C(=O)c1snc(C(N)=O)c1N (stereo not drawn) | 0% | 11% | -7% | 8% | 30% | 10%[0.501 µM] | 6 | -8% | -12%
COC(=O)/C=C1/S/C(=N/NC(=O)c2ccc(Cl)cc2Cl)NC1=O | 376%[activator] | -34% | 10% | ? | 32% | -1% | 12 | 11% | -21%
CCCCCOC(=O)C1=C(C)NC(=O)NC1c1ccc(N(C)C)cc1 (stereo not drawn) | 9% | 10% | 1% | -31% | 23% | -2% | -2 | 22% | -19%
CSc1ncccc1C(=O)N1CCN(C(=O)c2ccccc2)CC1 | -7% | 14% | -11% | -7% | 22% | 3% | 4 | -2% | -2%
O=C(CSc1nnc(-c2ccco2)n1-c1ccccc1)Nc1c(Cl)cc(Cl)cc1C(=O)O | -24% | 1% | 12% | / | 36% | / | -8 | -9% | 5%
COc1ccc(NC(=O)COC(=O)CCC2CCCCC2)cc1 | -12% | -19% | -10% | / | 25%[57 µM] | / | 7 | -5% | 14%
CCC1=[N+](CC(=O)c2ccc(C)cc2)CCn2c(C)ccc21 | -21% | 17% | 4% | -35% | 9% | ? | -4 | -1% | -18%
Cc1ccccc1CC(=O)N1CCN(C(=O)c2ccco2)CC1 | -20% | -1% | 10% | -1% | 17% | / | -3 | 7% | -21%
CC(C)c1ccc2nc3sc(C(=O)N4CCc5ccccc5C4)c(N)c3cc2c1 | ? | -24% | -22% | 14%[57.1 µM] | 43%[activator] | -4%[12.7 µM] | -2 | 5% | -13%
CCOc1ccc(CCNC(=O)c2cccc(NC3=NC4CS(=O)(=O)CC4S3)c2)cc1 (stereo not drawn) | 14% | 30% | -9% | 2% | 59%[activator] | / | -2 | 9% | -4%
COc1ccc(Cl)cc1N(C(C)=O)c1nc(C)cc(C)c1C#N | 15% | -3% | -7% | -1% | 43%[activator] | 53% | -2 | -15% | -2%
COc1ccc2nc3sc(C(=O)NCCN4CCc5ccccc5C4)cc3cc2c1 | -30% | -35% | 18% | -9% | 25% | 3%[59 µM] | 4 | 1% | -13%
Cc1cc2c(=O)oc(-c3ccc(Br)cc3)nc2s1 | 0% | 2% | 13% | 6% | 28% | 40% | 3 | -7% | -6%
COC(=O)Cc1c(C)nc2nc(NCc3c(F)cccc3Cl)[nH]n2c1=O | ? | -51% | 5% | -8% | 32% | 6% | -2 | 1% | -25%
COc1ccc(NC(=O)C2CCCCC2)cc1S(=O)(=O)N1CCOCC1 | 11% | 0% | -1% | / | 10% | / | 9 | -5% | 0%
Cc1ccccc1Nc1nc(N)nc(COc2ccc(C#N)cc2)n1 | 26% | -9% | 3% | -16% | 38% | -8%[12.7 µM] | -5 | -15% | -4%
O=C(CCc1nnc2n(Cc3ccc(Cl)cc3)c(=O)c3ccccc3n12)NCCCN1CCOCC1 | -20% | -23% | 8% | -2% | 27% | 7% | 0 | -10% | -3%
Cc1cc(C)[n+](C)n1CC(O)Cn1c2ccccc2c2ccccc21 (stereo not drawn) | ? | ? | 3% | -12% | 1% | -42% | -1 | 2% | -9%[11.4 µM]
Cc1cc(C(F)(F)F)nn1CC(=O)NCc1ccco1 | 1% | -21% | 4% | ? | 43%[activator] | / | -9 | -10% | -8%
O=Cc1ccc(Oc2cccc(C(F)(F)F)c2)nc1 | 16% | 10% | -1% | 2% | 47%[activator] | 11% | 0 | -15% | 3%
CCN(CC)CC(=O)c1c[nH]c2ccc(C)cc12 | ? | -43% | 18% | -7% | 11% | ? | 6 | 5% | -13%
Cc1ccc(C)c(OCCCC(=O)Nc2ccccc2C(N)=O)c1 | 4% | ? | 7% | 7% | 26% | 50µM* | 0 | -2% | -22%
CC1(C)Cc2c(C#N)c(OCC(=O)c3ccc(Cl)cc3)nc(-c3ccco3)c2CO1 | 0% | -9%[11.4 µM] | 15% | -2% | 35% | 21%[12.7 µM] | -3 | -7% | -19%[11.4 µM]
Cn1c(CC(=O)Nc2ccccc2Cl)nnc1SCC(=O)NC1CCCCC1 | 78% | 10% | -1% | 8% | 34%[activator] | 7%[59 µM] | 1 | 5% | -11%
COc1ccc(-n2c(=O)[nH]cc(C(=O)Nc3ccc4c(c3)OCO4)c2=O)cc1OC | -7% | -23% | -5% | -25% | 26% | ? | 1 | -3% | ?
COc1cccc(-n2cc(C(=O)Nc3cc(C)c(Cl)cc3OC)c3ccccc3c2=O)c1 | -18% | 19% | 0% | 0% | 18% | -1%[59 µM] | -5 | 1% | -16%
CCN(CC(=O)Nc1cc(C)nn1-c1nc(C)cc(C)n1)Cc1ccccc1 | 12% | -20% | 2% | -8% | 21% | 7% | 1 | -13% | -12%
N#Cc1cc(-c2ccccc2)nn1-c1ccccc1 | ? | ? | 4% | ? | 25µM* | ? | -6 | -10% | 8.9µM*

A draw from above in order of SMILES length, descending.
SMILES | 12-LOX inh | RGS4 inhibitor | ERG-DNA inh | BAZ2B inh | HP1b binding inh | G9a block | PI4K2A block | GLS inh | JMJD2A Tudor
COC(=O)/C=C1/S/C(=N/NC(=O)c2ccc(Cl)cc2Cl)NC1=O | 376%[activator] | -34% | 10% | ? | 32% | -1% | 12 | 11% | -21%
COc1ccc2nc3sc(C(=O)NCCN4CCc5ccccc5C4)cc3cc2c1 | -30% | -35% | 18% | -9% | 25% | 3%[59 µM] | 4 | 1% | -13%
O=Cc1ccc(Oc2cccc(C(F)(F)F)c2)nc1 | 16% | 10% | -1% | 2% | 47%[activator] | 11% | 0 | -15% | 3%

This is a subset. The share of hits here may be higher or lower than overall.
